Bioassay records (PubChem)
CHRM1 antagonist = human M1 muscarinic receptor antagonists, primary screen, CHO-K1 cells, Fluo-8 calcium fluorescence, 1536-well | CHO-K1 hM1, ACh EC80 antagonist | inhibition, % at 3 µM | 360,000 compounds, 1.3% hits;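 active = percent inhibition above its own plate's cutoff, namely the mean of that plate's compound wells plus 3 SD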;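 note: peak over basal fluorescence ratio during 140 s after agonist addition; 0% = ACh EC80 plus DMSO and 100% = DMSO alone without agonist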
Target sequence (P11229 whole entry, looked up): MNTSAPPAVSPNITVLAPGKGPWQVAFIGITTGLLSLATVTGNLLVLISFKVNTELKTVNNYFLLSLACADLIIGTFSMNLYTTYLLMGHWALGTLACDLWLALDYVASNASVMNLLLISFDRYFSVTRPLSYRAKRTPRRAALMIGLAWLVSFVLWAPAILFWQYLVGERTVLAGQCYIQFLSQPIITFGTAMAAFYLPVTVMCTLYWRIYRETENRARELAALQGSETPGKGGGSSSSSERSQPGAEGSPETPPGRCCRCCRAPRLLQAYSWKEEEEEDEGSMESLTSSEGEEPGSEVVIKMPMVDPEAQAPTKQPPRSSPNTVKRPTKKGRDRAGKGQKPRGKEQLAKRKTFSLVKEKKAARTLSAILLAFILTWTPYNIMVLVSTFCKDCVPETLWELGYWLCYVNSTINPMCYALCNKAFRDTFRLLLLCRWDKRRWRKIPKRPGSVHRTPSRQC
M4 antag = human M4 muscarinic receptor antagonists, primary screen, CHO cells, Fluo-8 calcium fluorescence. CHO-hM4 cells, ACh EC80. inhibition, % at 3 µM. 360,000 compounds, 0.73% hits. AID 624125, 2012;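 active = inhibition above its plate's cutoff, the mean inhibition of sample wells plus 3 SD, cut at about 27% in these data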;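 note: 0% = acetylcholine EC80 with DMSO and 100% = DMSO without agonist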
Target sequence (P08173 whole entry, looked up): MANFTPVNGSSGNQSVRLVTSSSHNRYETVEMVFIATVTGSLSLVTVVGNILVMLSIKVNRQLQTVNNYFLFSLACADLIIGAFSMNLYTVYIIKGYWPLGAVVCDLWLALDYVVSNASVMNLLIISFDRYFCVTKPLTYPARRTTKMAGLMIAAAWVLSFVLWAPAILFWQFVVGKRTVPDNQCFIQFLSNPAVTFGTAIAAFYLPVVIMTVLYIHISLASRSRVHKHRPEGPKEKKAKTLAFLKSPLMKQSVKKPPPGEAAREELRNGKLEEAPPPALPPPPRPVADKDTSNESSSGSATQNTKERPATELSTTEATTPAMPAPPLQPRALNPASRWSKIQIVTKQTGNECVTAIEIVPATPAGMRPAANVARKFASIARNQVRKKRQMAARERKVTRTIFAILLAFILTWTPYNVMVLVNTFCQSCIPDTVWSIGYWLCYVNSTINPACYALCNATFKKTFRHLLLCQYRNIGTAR
M4 ag = human M4 muscarinic receptor agonists, primary screen, CHO-K1 cells, Fluo-8 calcium fluorescence. Muscarinic acetylcholine receptor M4 (Homo sapiens), P08173. CHO-K1 hM4/Gqi5; vehicle 0%, full acetylcholine response 100%. activation, % at 3 µM. 360,000 compounds, 0.14% hits. AID 624127, 2012;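 active = activation above the run mean over all test wells plus 3 SD, cut at about 32% in these data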;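 note: peak over basal fluorescence ratio per well then scaled between controls; 0% = DMSO wells and 100% = acetylcholine at EC100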
OXTR potentiate = human OXTR potentiators, primary screen, fluorescence, CHO-OTR cells, Fluo-8 calcium; Oxytocin receptor (Homo sapiens), P30559; Fluo-8 calcium fluorescence, potentiator mode; 0% = oxytocin EC15, 100% = EC100; activation, % at 3 µM; 320,000 compounds, 0.061% hits; AID 2445, 2010;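 active = activation above that plate's cutoff, the mean activation of tested compounds plus 3 SD, cut at about 6.6% in these data, passing the limit was not always enough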;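 note: 100% uses oxytocin at 75 nM as the full agonist control; some results filed as inactive read as strong as hits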
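System: human OTR in CHO cells / Also added: sub-maximal oxytocin, roughly EC15 / Control set: EC15 oxytocin low, 75 nM oxytocin high / Schedule: 6 min compound pre-incubation at room temperature, 100 s kinetic read / Compound: single-point 3.0 µM / Replication: singlicate / Technique: Fluo-8 calcium dye fluorescence / Read-out basis: % activation of max/min ratio relative to oxytocin controls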
CHRM1 PAM = human M1 muscarinic receptor positive allosteric modulators, primary screen, CHO-K1 cells, Fluo-8 calcium fluorescence, 1536-well; CHO-K1 hM1, ACh EC20; 0% = ACh EC20, 100% = maximal ACh; activation, % at 3 µM; Muscarinic acetylcholine receptor M1 (Homo sapiens), P11229; 360,000 compounds, 0.088% hits; in the data active = activation above about 19%, passing the limit was not always enough
CHRM1 agonist = human M1 muscarinic receptor agonists, primary screen, Fluo-8 calcium fluorescence, CHO-K1 cells, HTS. CHO-K1 hM1, agonist mode; 0% DMSO, 100% acetylcholine EC100. 360,000 compounds, 0.33% hits. activation, % at 3 µM. Muscarinic acetylcholine receptor M1 (Homo sapiens), P11229;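 active = activation above the run's mean compound activation plus 3 SD, cut at about 16% in these data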;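 note: peak over basal fluorescence ratio within a 140 s kinetic read after compound addition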
CHO-K1 Ca ag = counter-screen for M1 agonists: effect in parental CHO-K1 cells; 360,000 compounds, 0.48% hits; Fluo-8 calcium fluorescence; scaled to maximal ATP response, vehicle zero; AID 602248, 2012; activation, % at 3 µM; in the data active = activation above about 15%;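 note: untransfected CHO-K1 host cells lacking M1 receptor as counterscreen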
CHO parental Ca = ATP-evoked calcium signal inhibitors, parental CHO, primary screen, counter-screen for OX1R antagonist project, cell-based, fluorescence, Fluo-8 calcium dye; parental CHO-K1, ATP-induced calcium, Fluo-8 fluorescence; inhibition, % at 5.6 µM; 330,000 compounds, 0.63% hits; AID 463079, 2010;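 active = inhibition above that plate's mean sample inhibition plus 3 SD, cut at about 26% in these data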;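 note: 0% = ATP-challenged DMSO wells and 100% = DMSO wells without ATP; some compounds past the cut are filed as inactive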
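test system = CHO parental line | reagent = ATP stimulus | measured by = intracellular calcium via Fluo-8 no-wash fluorescent dye | control set = ATP and no-ATP DMSO wells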
CHO-K1 Ca antag = counter-screen for M1 antagonists: effect in parental CHO-K1 cells; ATP-induced calcium, Fluo-8 fluorescence; inhibition, % at 3 µM; 360,000 compounds, 0.6% hits;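 active = inhibition above a per-plate cutoff, the plate's mean sample inhibition plus 3 SD, cut at about 24% in these data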;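 note: 0% = DMSO plus EC80 ATP and 100% = DMSO alone without ATP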
* = called active by the depositor; · = no result given.

molecule,CHRM1 antagonist,M4 antag,M4 ag,OXTR potentiate,CHRM1 PAM,CHRM1 agonist,CHO-K1 Ca ag,CHO parental Ca,CHO-K1 Ca antag
CC1(C)C(=O)Nc2ccccc2N1C(=O)COC(=O)CNS(=O)(=O)c1ccc(F)c(F)c1F,4,-15,3,-7,-4,-5,-0.7,-14,24*
C(=C\c1ccccc1)/C=N/Nc1nc(N2CCOCC2)nc(N2CCOCC2)n1,-10,1,4,-1,5,-2,1.0,-6,12
O=C(NCc1ccc(F)cc1)N1CCc2ccccc2C1,-5,0,0,-6,4,-7,2.6,-7,7
[O-][n+]1onc2c1CCC1N(O)C(c3ccccc3)CC21O (stereo unspecified),0,-13,2,-1,4,-5,1.5,-7,-13
CC1(C(=O)NS(=O)(=O)Cc2cccc(Cl)c2)CCN1C(=O)Cc1cccs1 (stereo unspecified),-12,-2,0,·,9,-3,0.3,·,-15
CC1CCN(CC(=O)Nc2ccccc2-c2ccccc2)CC1,33*,27*,-2,-4,-34,-12,-1.2,-10,-17
CCCCN1C(=O)C(=O)N(CC(=O)Nc2sc(CC)cc2C(=O)OCC)C1=O,7,-1,-1,-9,-3,-5,-0.1,-13,7
COc1cc(NC(=O)NC2Cc3ccccc3C2)cc(OC)c1,-3,-3,1,1,7,-7,12,-24,6

Structural class, the compounds so far containing nitrogen in an aromatic ring (2)
molecule,CHRM1 antagonist,M4 antag,M4 ag,OXTR potentiate,CHRM1 PAM,CHRM1 agonist,CHO-K1 Ca ag,CHO parental Ca,CHO-K1 Ca antag
C(=C\c1ccccc1)/C=N/Nc1nc(N2CCOCC2)nc(N2CCOCC2)n1,-10,1,4,-1,5,-2,1.0,-6,12
[O-][n+]1onc2c1CCC1N(O)C(c3ccccc3)CC21O (stereo unspecified),0,-13,2,-1,4,-5,1.5,-7,-13

Additional results
molecule,CHRM1 antagonist,M4 antag,M4 ag,OXTR potentiate,CHRM1 PAM,CHRM1 agonist,CHO-K1 Ca ag,CHO parental Ca,CHO-K1 Ca antag
CCOC(=O)c1ccccc1NC(=O)C1COc2ccccc2O1 (stereo unspecified),-1,-9,-2,-16,-1,-5,-0.5,-27,-11
Brc1ccc(-c2nn3c(-c4ccccn4)nnc3s2)o1,-2,5,-1,2,5,-6,-0.1,-19,11
COc1ccccc1CN1CC(C(=O)NCc2cc(F)cc(C(F)(F)F)c2)CCC1=O (stereo unspecified),-11,-14,3,-2,9,-2,2.6,-24,-13
O=C(NC1CC2CCCC(C1)N2C(=S)Nc1ccc(Cl)cc1)C1CC1 (stereo unspecified),11,9,1,-8,-14,-13,0.3,-12,-15
COC(=O)N/N=C/c1cn(Cc2ccc(Cl)cc2Cl)c2ccccc12,2,7,2,-9,0,-6,6.1,-28,-8
O=C(NCC1CCCO1)c1cn(-c2ccccc2)nc1-c1ccc(F)cc1 (stereo unspecified),-13,5,2,-4,6,-2,1.3,-13,5
CCCn1c(=O)c(C(=O)Nc2ccccc2C(=O)OC)c(O)c2ccccc21,-15,-8,1,-7,12,1,0.5,-14,-2
COc1ccc(C(=O)NCCN2CCN(C(=O)c3ccc(OC)c(OC)c3)CC2)cc1OC,-16,1,0,1,17,-1,-0.2,3,-3
COc1ccccc1Cn1c(=O)c2ccccc2n2c(Sc3ncnc4sccc34)nnc12,-11,-6,1,0,5,-2,0.5,-21,-14
CC(=O)Nc1ccc(S(=O)(=O)N2CCN=C2c2ccccc2)cc1,-8,5,0,-9,6,-2,0.7,-5,-3
COc1ccc(CN(C)C(C)C(=O)Nc2ccc(S(=O)(=O)N3CCCCC3)cc2)c(OC)c1 (stereo unspecified),91*,26*,5,-1,-31,-7,0.1,-19,-6
Cc1cc(C(F)(F)F)c(C#N)c(SCC(=O)NC(C)(C)C)n1,8,-3,0,3,-5,-5,1.2,-10,8
O=C(Cn1ccc2ccccc2c1=O)NCCC(=O)N1CCN(C2CCCCC2)CC1,12,-15,1,1,-2,3,-0.3,3,6
CCOc1nc2cnccc2n(CC(=O)Nc2c(C)cccc2CC)c1=O,-15,-3,0,5,7,-2,0.9,-9,-17
CC1(C)CCCC(C)(C)N1CC(O)COCCOc1ccc(Br)cc1 (stereo unspecified),27,19,2,-2,-25,-14,0.6,-20,-6
CC(=O)Nc1cccc(-c2ccnc3c2CC(C(=O)NC(C)C)O3)c1 (stereo unspecified),-19,-1,0,·,2,-3,3.2,·,4
CCOC(=O)c1c(C)oc2cc(Br)c(OC(C)C(=O)OCC)cc12 (stereo unspecified),0,10,-2,-8,1,-5,0.5,-16,-7
COc1ccc(NC(=O)c2cc(-c3ccc(C)c(C)c3O)n[nH]2)cc1Cl,1,7,12,-20,-7,0,9.9,24,11
CCOc1ccc2ccccc2c1/C=N/n1cncn1,0,-8,1,-6,4,-2,0.8,-22,-19
O=C1c2ccccc2C(=O)N1C1CCCCC1,-18,8,0,-3,8,-2,1.8,2,-13
Cc1cc(C)n(-c2nc(-c3ccccc3)cs2)n1,-28,-11,-1,-11,1,-3,-0.1,-16,0
O=C(NCC1CCCO1)c1c(O)c2cccc3c2n(c1=O)CCC3 (stereo unspecified),12,-6,0,0,-2,-4,0.0,-11,1
CCCCCCn1cc(C(=O)O)c(=O)c2cc(F)c(N3CCCCC3)cc21,-8,1,1,7,5,-1,0.6,7,-8
COc1cccc(C(=O)NC2C(=O)N3C(C(=O)O)=C(COC(C)=O)CSC23)c1 (stereo unspecified),2,4,1,-6,5,-4,0.9,-6,-11
COCCCNC(=S)N1CCC(NC(=O)c2ccco2)CC1,-11,-6,1,-10,11,-5,2.9,-7,-13
CCOc1ccc(S(=O)(=O)NCCC(=O)NC2CCN(Cc3ccccc3)CC2)cc1,3,-5,1,1,4,-6,-0.8,-2,12
Cc1cc(C(=O)N/N=C/c2ccc([N+](=O)[O-])cc2)c2ccccc2n1,-7,-6,1,-2,3,-3,0.8,-26,-2
CC(=O)Nc1ccc(OC(=O)N2CCCC2)cc1,-19,-7,1,6,6,-2,0.0,-1,4
Cc1c(C)c2ccc(OCC(=O)Nc3nccs3)cc2oc1=O,-1,-3,4,-5,-3,-4,4.7,7,-2
CCC(C(=O)NCc1ccco1)N(C(=O)CNS(=O)(=O)c1ccccc1)c1ccc(F)cc1 (stereo unspecified),0,7,0,2,0,-4,0.6,-16,2
Cn1nc(C(C)(C)C)cc1C(=O)NNC(=O)c1cccc(Cl)c1,11,0,10,-16,-8,3,10,16,5
CCOC(=O)COc1cc(Br)c(C2NC(=O)NC(C)=C2C(C)=O)cc1OCC (stereo unspecified),-1,-8,2,-4,3,-9,1.0,-31,-37
CC(C)=C1C(=O)NN(c2ccc(C)c(Cl)c2)C1=O,-16,-6,1,-6,7,1,0.2,-14,-17
O=C(CSc1nc2ccccc2c(=O)[nH]1)N1CCN(c2ccccc2F)CC1,-7,9,5,0,13,-4,2.3,-23,-22
CC1(c2nnnn2Cc2ccccc2)CCC(=O)N1Cc1ccco1 (stereo unspecified),·,-2,1,·,·,·,0.4,·,-2
O=C(NCc1ccccc1)C1CCN(S(=O)(=O)N2CCOCC2)CC1,-7,-7,2,-6,1,-4,0.8,5,-29
Cc1cc2oc(C(=O)NCC(c3ccco3)N3CCCC3)c(C)c2cc1C (stereo unspecified),-8,-1,0,·,9,-7,-0.6,·,-2
COc1ccc(C(OC(=O)c2cccs2)C(=O)NCC2CCCO2)cc1 (stereo unspecified),-23,3,2,-2,4,0,0.4,-7,-4
COc1ccc(CCNC(=O)C(=O)NCC2OCCN2S(=O)(=O)c2ccccc2)cc1 (stereo unspecified),-11,-27,7,-4,0,-3,2.2,-13,-3
CCOc1ccc(Nc2nc(N)c([N+](=O)[O-])c(NCc3ccccc3)n2)cc1,-15,-4,0,2,11,-4,-0.1,-16,-13
COCCN(C(=S)Nc1ccc(C)c(C)c1)C(C)c1ccco1 (stereo unspecified),-3,-1,1,-13,6,-5,0.7,0,-4
Nc1nnc(SCC(=O)N2CCN(c3ccccc3)CC2)s1,-11,-2,1,-13,9,-4,0.6,-8,-18
CCN(CC)C(=O)c1sc2c(c1C)c(=O)n(-c1ccc(OC)cc1OC)c(=O)n2CC(=O)c1ccccc1,-4,2,0,-28,2,-6,0.1,-14,-11
CC(C)OC(=O)Nc1ccc(Oc2c(F)c(F)c(F)c(F)c2F)cc1,24,0,0,5,-12,-4,0.2,-14,4
COc1cc(Br)c(CCNC(=O)Cc2ccccc2)cc1OC,-5,-10,1,-3,11,-2,0.1,-11,-12
Cc1ccc(S(=O)(=O)NCCC(=O)Nc2ccc(Cl)c(Cl)c2)cc1C,0,-5,5,-10,1,-3,1.3,-20,12
CC(=O)c1cccc(NC(=O)c2ccco2)c1,-10,8,0,-15,6,-3,0.7,2,-5
CC(C)NC(=O)c1ccc(COCC(F)(F)C(F)F)cc1,11,-3,0,0,-8,-1,0.1,-2,-7
